Source: PubChem
JMJD2A Tudor: blocks the human JMJD2A Tudor domain; O75164; AlphaScreen JMJD2A-Tudor / H3K4me3 peptide binding; Potency, µM (titrated, usually from 114 µM), without a hit: at the highest dose activity change, negative = inhibition, hits mostly inhibitors; 4.4% of 390,000 active; AID 504339; note: % is set by controls: 0 for no effect and ±100 for the full control effect; nearly all actives have a fitted effect of over 50% in size
Pin1 inh: blocks the human prolyl isomerase Pin1. Q13526. 0.009% of 390,000 active. Pin1 FP peptide displacement, HiFluor488, 10 min. Potency, µM (series often up to 115 µM), for inactives: at the top dose activity, negative = inhibition, usual class: inhibitors; active = well fitted inhibition curve with a large enough effect in the polarisation, with a control signal flat, not every such curve was filed as active; inconclusive = small, poorly fitted or top-dose-only effect, or effect the other way, or a change in a side signal; inactive = no such curve, though single readings can be large or run the other way; the % refers to the polarisation; note: % is set by controls: 0 for no effect and ±100 for the full control effect
Target sequence (Q13526 whole entry, looked up): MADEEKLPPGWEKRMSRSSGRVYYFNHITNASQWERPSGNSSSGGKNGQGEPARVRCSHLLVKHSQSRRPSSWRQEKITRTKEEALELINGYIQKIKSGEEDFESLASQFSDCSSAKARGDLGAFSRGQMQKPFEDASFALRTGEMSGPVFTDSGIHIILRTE
HP1b binding inh: HP1-beta chromodomain-methylated histone interaction inhibition | AlphaScreen HP1-beta / biotin-H3K9me3 peptide binding | Potency, µM (titrated, usually from 114 µM), inactives show top-dose activity change, negative = inhibition, most hits filed as inhibitors | 0.56% of 390,000 active | AID 540317; note: nearly all actives have a fitted effect of over 70% in size; inactives centre near 23
Target sequence (P83916 whole entry, looked up): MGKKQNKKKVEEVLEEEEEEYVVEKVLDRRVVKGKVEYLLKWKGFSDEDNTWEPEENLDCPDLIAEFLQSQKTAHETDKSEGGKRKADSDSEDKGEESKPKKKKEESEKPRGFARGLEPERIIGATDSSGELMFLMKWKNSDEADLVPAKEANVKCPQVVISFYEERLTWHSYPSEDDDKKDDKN
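AlphaScreen: HP1-beta (50 nM) preformed 30 min with biotin-H3(1-18)K9me3 peptide (50 nM) in PBS pH 7.4, 0.01% Tween-20. Compound added for 30 min at RT, then streptavidin donor/nickel chelate acceptor beads (10 ug/mL) for 30 min.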
Tb PGK inh: T. brucei PGK inhibition | P07378 | PGK/GAPDH coupled, Kinase-Glo luminescence, 60 min | Potency, µM (titrated, usually from 57.5 µM), for inactives: at the top dose activity change, negative = inhibition, actives largely listed as inhibitors | 0.043% of 380,000 active | AID 602233; note: % is set by controls: 0 for no effect and ±100 for the full control effect; nearly all actives have a fitted effect of over 60% in size
Target sequence (P07378 whole entry, looked up): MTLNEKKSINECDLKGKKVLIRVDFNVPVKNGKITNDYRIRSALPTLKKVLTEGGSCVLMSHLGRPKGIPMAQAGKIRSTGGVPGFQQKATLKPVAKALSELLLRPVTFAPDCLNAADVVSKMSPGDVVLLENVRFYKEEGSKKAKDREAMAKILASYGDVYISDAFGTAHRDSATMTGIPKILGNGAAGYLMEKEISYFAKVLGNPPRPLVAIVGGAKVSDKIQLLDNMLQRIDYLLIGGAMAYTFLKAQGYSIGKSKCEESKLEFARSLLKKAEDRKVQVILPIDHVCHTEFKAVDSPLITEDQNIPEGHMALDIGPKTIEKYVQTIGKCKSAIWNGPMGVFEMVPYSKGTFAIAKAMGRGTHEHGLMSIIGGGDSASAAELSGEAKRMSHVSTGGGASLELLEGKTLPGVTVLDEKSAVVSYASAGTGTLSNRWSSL
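Luminescent ATP detection (Kinase-Glo Plus) follows a 60-minute room-temperature incubation, with wells lacking PGK as controls. Buffer: 100 mM TEA (pH 7.6), 5 mM MgCl2, 0.01% Tween-20. Coupling enzyme GAPDH (100 nM final) supplies unstable 1,3-BPG in-well.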
ERG Ets-DNA blk: inhibitors of human ERG Ets domain-DNA interaction; P11308; fluorescence polarization, His-ERG Ets domain / labelled DNA; Potency, µM (titrated, usually from 76.9 µM), for the others: at the highest dose FP activity, negative = inhibition, actives largely listed as inhibitors; 0.028% of 370,000 active; active = well fitted inhibition curve with a large enough effect in the polarisation, with a control signal flat; inconclusive = small, poorly fitted or top-dose-only effect, or effect the other way, or a change in a side signal; inactive = no such curve, though single readings can be large or run the other way; the % refers to the polarisation;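 note: polarization taken with two DNA probes labelled with fluorescein and Texas red; % of control where 0% means no effect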
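His-tagged ERG Ets domain (1 uM in the protein solution; 300mM KCl, 50mM Tris-HCl, 1mM EDTA, 1mM DTT, pH 7.5) received compound, then a probe mix of 5 nM fluorescein-DNA and 100nM Texas-615-DNA. Fluorescence polarization was read for both dyes.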
ALOX12 inh: blocks human arachidonate 12S-lipoxygenase; P18054; purified 12hLO, xylenol orange hydroperoxide absorbance; Potency, µM (titrated, usually from 108 µM), for the others: at the highest dose activity change, negative = inhibition, usual class: inhibitors; 1.1% of 580,000 active; AID 1671190; note: % is set by controls: 0 for no effect and ±100 for the full control effect
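Hydroperoxide product was detected by ferrous iron/xylenol orange as the 573 to 405 nm absorbance ratio. Arachidonic acid at 40 uM (final) was turned over for 30 min at room temperature by 150 nM human 12hLO, pH 7.0 Hepes buffer, after 15 min compound preincubation.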
rTrxR1 inhibitor: inhibitors of rat thioredoxin reductase 1; O89049; recombinant rTrxR1, NADPH fluorescence consumption, selenite substrate; Potency, µM (doses to about 114 µM), without a hit: at the highest dose activity change, negative = inhibition, most hits filed as inhibitors; 1% of 390,000 active; note: % is set by controls: 0 for no effect and ±100 for the full control effect; nearly all actives have a fitted effect of over 65% in size
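Rat TrxR1 (90 nM in the dispensed reagent) was pre-reduced with 400 uM NADPH for 5 min at room temperature, then incubated with compound for 15 min. After 400 uM selenite was added, NADPH fluorescence (Ex 340/Em 450 nm) was followed for 8 min.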
GLS inh: glutaminase GLS (human) inhibition | O94925 | 0.21% of 410,000 active | GLS enzymatic activity, qHTS titration | Potency, µM (titrated, usually from 45.5 µM), inactives show at the highest dose activity change, negative = inhibition, hits mostly inhibitors; note: % is set by controls: 0 for no effect and ±100 for the full control effect
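Enzyme dispensed in phosphate buffer (45 mM, pH 8.2, 0.02% Tween-20), compounds pinned in, then 1 mM L-glutamine solution and the glutamate oxidase–HRP–Amplex Red mix added; fluorescence read immediately and again after 30 min at room temperature.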
RGS4 inhibitor: human RGS4 inhibition | 0.039% of 390,000 active | Transcreener GDP fluorescence polarization, RGS4-accelerated GTP hydrolysis | Potency, µM (highest dose often 114 µM), without a hit: top-dose activity change, negative = inhibition, most hits filed as inhibitors | P49798; note: % is set by controls: 0 for no effect and ±100 for the full control effect; nearly all actives have a fitted effect of over 75% in size; some results filed as inactive show a strong effect at the top dose
Target sequence (P49798 whole entry, looked up): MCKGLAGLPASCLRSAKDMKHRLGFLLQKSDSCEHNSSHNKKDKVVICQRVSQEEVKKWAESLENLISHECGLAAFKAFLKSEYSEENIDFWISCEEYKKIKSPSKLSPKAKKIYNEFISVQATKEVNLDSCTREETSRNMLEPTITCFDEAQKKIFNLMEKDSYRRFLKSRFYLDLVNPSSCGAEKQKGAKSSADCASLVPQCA
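MLSMR compounds (23 nl, pin-transferred) preincubated 10 min at room temperature with a 500nM (2x) first reagent, then RGS4 at 900nM (2x) plus Transcreener GDP mix added; fluorescence polarization (620/688 nm) read before and after 90 min at 30 °C.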
Active calls of the source: *; i = inactive; ? = inconclusive; nt = no result given; & = joins results of further samples; [ ] = another dose, or the depositor's remark. Unless noted, calls come from the whole dose curve; as a rule, active = well fitted curve in the direction sought with a large enough effect; inconclusive = small, poorly fitted or top-dose-only effect, or another doubt; inactive = no such curve, though single readings can be large; an effect the other way counts as inactive or inconclusive. Potency is the fitted concentration of half-maximal effect.

Structure	JMJD2A Tudor	Pin1 inh	HP1b binding inh	Tb PGK inh	ERG Ets-DNA blk	ALOX12 inh	rTrxR1 inhibitor	GLS inh	RGS4 inhibitor
C[C@]12CC[C@H](O)C[C@@H]1CC[C@@H]1[C@@H]2CC[C@]2(C)[C@@H](C(=O)O)C[C@@H]12	-7%	-3%	34%	-10%	-7%	0%	18%[57.1 µM]	0%	7%
CCCc1cc(=O)oc2cc(OCC(=O)N3CCC(C(=O)O)(c4ccccc4)CC3)ccc12	-26%	-3%	24%	4%	0%	14%	4%	1%	5%
CC(ON1CC1(C(F)(F)F)C(F)(F)F)(C(N)=O)C(N)=O (stereo not given)	-1%	-3%	40%[activator]	8%	-1%	6%	1%	1%	0%
CCOC(=O)COc1ccc2c(c1)c(C(C)=O)c(C)n2Cc1ccccc1	-8%	-2%	53%[activator]	-9%	1%	0%	-3%[57.1 µM]	-24%	-10%
O=C1NC(=O)C(CCc2ccccn2)(Cc2cccc(Cl)c2Cl)C(=O)N1c1ccc(Br)cc1 (stereo not given)	-14%	1%	9%	-4%	nt	-21%	-5%	7%	9%
O=c1c2ccccc2nc(/C=C/c2ccccc2)n1-c1ccc(O)cc1	-22%	-8%	1%	0%	-2%	8%	2%[2.29 µM]	-5%	3%
O=C(C1CC(c2ccccc2O)=NO1)N1CCC2(CC1)OCCO2 (stereo not given)	14µM*	0%	12%	-8%	-8%	-9%	14%	11%	-3%
COCc1cc(C2SCC(=O)Nc3c2c(=O)[nH]n3C(C)C)ccc1OC (stereo not given)	-2%	-1%	24%	i	7%	0%	-2%[57.1 µM]	-24%	-19%
C[C@]12CC[C@@H]3c4ccc(O[C@@H]5O[C@H](C(=O)O)[C@@H](O)[C@H](O)[C@H]5O)cc4CC[C@H]3[C@@H]1C[C@@H](O)[C@@H]2O	-12%	-2%	25%	4%	1%	?	-15%	5%	5%
CCN1CCN(C(=O)Cc2c(C)n(C(=O)c3ccc(Cl)cc3)c3ccc(OC)cc23)CC1	-35%	0%	28%	-5%	-11%	?	9%	-11%	-21%
CCCOP(=O)(OCCC)c1nc(-c2ccccc2)oc1NCc1ccccc1	-5%	-2%	60%[activator]	-6%	8%	-28%	16%[57.1 µM]	-12%	-31%
CCCc1[nH]nc2c1C(c1cc(OC)cc(OC)c1)C(C#N)=C(N)O2 (stereo not given)	-6%	-6%	41%[activator]	i	-3%	0%	-34%	70%[activator]	?
CCN(CC)C(=O)c1ccc(NC(=O)COc2ccc([N+](=O)[O-])cc2Cl)cc1	0%[57.1 µM]	-2%	29%	i	-2%	-6%	-7%	1%	-11%
CC(C)Sc1nnc(OC(=O)N(C)C)n1-c1ccccc1	5%	-3%	17%	-9%	-8%	-18%	-60%	0%	16%
COc1nc2ccccc2c(=O)n1-c1ccc(C)cc1	-10%	3%	46%[activator]	i	10%	2%	-2%	-7%	1%

Overlap with the part before: two compounds, then new ones.
Structure	JMJD2A Tudor	Pin1 inh	HP1b binding inh	Tb PGK inh	ERG Ets-DNA blk	ALOX12 inh	rTrxR1 inhibitor	GLS inh	RGS4 inhibitor
CC(C)Sc1nnc(OC(=O)N(C)C)n1-c1ccccc1	5%	-3%	17%	-9%	-8%	-18%	-60%	0%	16%
COc1nc2ccccc2c(=O)n1-c1ccc(C)cc1	-10%	3%	46%[activator]	i	10%	2%	-2%	-7%	1%
CCN(CC)CCNC(=O)c1c(O)c2ccccc2n(Cc2ccccc2)c1=O	79µM*	-3%	-8%	-8%	-6%	-5%	11%	8%	15%
ClCCN(CCCl)c1ccc(C=Cc2ccncn2)cc1	57%[activator]	?	125%[activator]	-3%	14%	-28%	-1%	-3%	11%
O=C(c1ccco1)c1cn(Cc2ccccc2)c2ccccc12	-11%	5%	9%	-7%	-2%	81%	-10%	0%	7%
CCN(CC)c1ccc(N=Cc2c(O)n(Cc3ccco3)c(=O)[nH]c2=O)cc1	-5%	?	24%	-6%	-2%	?	9%[57.1 µM]	0%	-51%
Cc1cc(C)cc(OCCOc2cccc(C=C3C(=O)NC(=O)NC3=O)c2)c1	60%[activator]	11%	88%[activator]	-7%	-4%	13µM*	11µM*	15%	?
Cc1ccccc1-n1c(O)c(C=Nc2ccc3c(c2)OCO3)c(=O)[nH]c1=O	-16%	3%	19%	12%	0%	-4%	-19%	0%	9%
Cc1sc(NC(=O)CSc2n[nH]c(N)n2)c(C#N)c1C	-31%	28%	-3%[57 µM]	-1%	11%	?	-8%	-4%	-39%
CC(C)c1ccc(N2C(=O)CC(=O)NC2=O)cc1	-16%	?	23%	0%	6%	?	-31%	-1%	?
NP(=O)(OCC(F)(F)F)Oc1ccccc1 (stereo not given)	-15%	2%	25%	i	7%	9%	25%	0%	15%
C[C@H](CO)N1C[C@H](C)[C@@H](CN(C)S(=O)(=O)c2cccs2)Oc2ccc(NC(=O)Nc3ccc4c(c3)OCO4)cc2C1=O	?	15%	-4%	1%	-16%	?	12%[57.1 µM]	15%	-1%
O=C1NC(=O)N(CCC2=CCCCC2)C(=O)/C1=C\c1cccs1	?	22%	24%	-7%	47%[activator]	?	7.1µM*	-4%	?
Cc1cccc(-n2c(O)c(/C=N/NC(=O)c3ccncc3)c(=O)[nH]c2=O)c1	79µM*	-4%	35%	1%	3%	168%[activator]	-9%[57.1 µM]	-4%	5%
CN1CCN(C(=O)COc2ccc(N(C)S(=O)(=O)c3ccc(F)cc3)cc2)CC1	-22%	-6%	16%	-5%	5%	-1%	28%[57.1 µM]	-4%	-7%
CCOC(=O)C1=C(N)Oc2cc(C)oc(=O)c2C12C(=O)N1c3c(cc(OC)cc32)C(C)=CC1(C)C (stereo not given)	-34%	-1%	2%	0%	-3%	-1%	5%	6%	-17%
COc1ccc(CCNCc2ccc(C)s2)cc1OC	-23%	5%	5%	-2%	-8%	27%&-4%	-4%[57.1 µM]	-14%	19%
Cc1oc2cc3oc(=O)c(CCC(=O)N4CCCCC4)c(C)c3cc2c1C	-23%	5%	60%[activator]	-4%	0%	6%	-16%	-2%	-36%
CN1C(=O)C(=Cc2ccc(N3CCOCC3)o2)C(=O)N(C)C1=S	-19%	?	-22%	-3%	17%	4%	-5%[57.1 µM]	7%	-15%
Cc1cc(OC(=O)N(C)C)nc(SCc2c(Cl)cccc2Cl)n1	50%[activator]	-3%	133%[activator]	i	1%	?	41%[activator]	2%	-6%
O=c1[nH]c(=O)n(C2CCCCC2)c(O)c1C1=Nc2ccccc2SC(c2ccc(Cl)cc2)C1 (stereo not given)	8%	?	47%	nt	-5%	?	9%	-4%	-1%
C1=NCCc2c1[nH]c1ccccc21	-24%	1%	27%	-1%	8%	128%[activator]	14%[57.1 µM]	-1%	2%
CC1=CC(=O)C2=C(C)CC(O)C3C(C)C(=O)OC3C12 (stereo not given)	9%	-7%	21%	1%	-4%	12%	5%	5%	1%
C=C[C@@]12CN(C)[C@H]3[C@H]1[C@@]1(C(=O)Nc4ccccc41)C1CC2[C@@H]3CO1	-24%	-3%	19%	i	4%	3%	9%	16%	-23%
CC(C)(C)NCC(O)c1ccccc1Cl (stereo not given)	nt	nt	nt	nt	nt	-7%[22.9 µM]	19%[57.1 µM]	-13%	-11%[56.9 µM]
CC(=O)c1ccc(NC(=O)N2C[C@H]3C[C@@H](C2)c2cccc(=O)n2C3)cc1	2%	-2%	43%[activator]	-8%	10%	17%	-4%	-2%	6%
COc1cccc(OCC(=O)N2CCN(C)CC2)c1	-12%	-7%	19%	nt	nt	5%	16%	14%	13%
CCOCCCNC(=O)C1c2cc(OC)c(OC)cc2C(=O)N2CCCCC12 (stereo not given)	1%	-3%	21%	2%	3%	1%	-6%	-1%	12%
CNCC[C@H](Oc1cccc2ccccc12)c1cccs1	-16%	-5%	23%	i	-3%	?	?	-2%&-3%	0%
CCC(=NCc1ccco1)c1c(O)n(C2CCCCC2)c(=O)[nH]c1=O	-31%	9%	-1%	0%	2%	?	?	0%	-11%
CC1=CC(=C2C(=O)NC(=S)NC2=O)C=C(C(F)(F)F)N1C	?	1%	12%	-20%	-2%	0%	-20%	2%	7%
COc1cc2c(c(OC)c1OC)-c1ccc(O)c(=O)cc1[C@@H](N)CC2	79µM*	12%	52%[activator]	i	6%	-25%	3%[57.1 µM]	1%	-34%
C=C1C2[C@H](OC(C)=O)[C@@H]3CC(=O)[C@]4(C)OC[C@@]3(C)[C@@]4(O)[C@@H](OC(C)=O)[C@H](OC(C)=O)[C@@]2(COC(=O)c2ccccc2)[C@@H](OC(C)=O)C[C@@H]1O (stereo not given in full)	-13%	9%	43%[activator]	8%	-2%	13%	15%	0%	-8%

These rows are one share of the data. The share of hits here may be higher or lower than overall.
